ATXN viability: Viability Counterscreen for Primary qHTS for Inhibitors of ATXN expression; S2 cells (HEK-293 line with an ATXN2-luciferase reporter) viability, CellTiter-Fluor protease fluorescence, 24 h; Potency, µM (top dose mostly 56.7 µM), usual class: cytotoxic; hit rate 0.49% among 400,000; AID 651635, 2014; note: potency is the fitted concentration of half-maximal effect; nearly all actives have a fitted effect of over 40% in size
MCF10A rereplic: A quantitative high throughput screen for small molecules that induce DNA re-replication in MCF 10a normal breast cells; Potency, µM (top dose mostly 46.1 µM), for inactives: at the top dose activity, positive = re-replication, hits mostly activators; MCF 10A DNA re-replication, Hoechst nuclear intensity, 48 h; hit rate 2.9% among 350,000; note: potency is the fitted concentration of half-maximal effect; % of control where 0% means no effect; nearly all actives have a fitted effect of over 50% in size
KB-3-1 cytotox: qHTS assay for MDR1-selective chemotherapeutics: Primary screen using the parental adenocarcinoma cell KB-3-1. KB-3-1 viability, CellTiter-Glo ATP luminescence, 72 h. Potency, µM (highest dose often 46.1 µM), for the others: at the highest dose activity change, negative = cytotoxic, usual class: cytotoxic. hit rate 1.4% among 400,000. AID 1347075, 2019; note: potency is the fitted concentration of half-maximal effect; % is set by controls: 0 for no effect and ±100 for the full control effect; nearly all actives have a fitted effect of over 60% in size
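Using CellTiter-Glo luminescence, growth of non-resistant KB-3-1 adenocarcinoma cells is assessed 72 h after pin-tool compound addition at 37 °C. Normalized responses across the concentration series yield fitted curves.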
KB-V1 cytotox: qHTS assay for MDR1-selective chemotherapeutics: Primary screen using the drug-selected MDR subline cells KB-V1. hit rate 3.4% among 400,000. Potency, µM (top dose mostly 46.1 µM), without a hit: top-dose activity change, negative = cytotoxicity, hits mostly cytotoxic. KB-V1 MDR cells viability, CellTiter-Glo, 72 h. AID 1347076, 2019; note: potency is the fitted concentration of half-maximal effect; % is set by controls: 0 for no effect and ±100 for the full control effect; nearly all actives have a fitted effect of over 60% in size
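KB-V1 MDR subline cells in DMEM (phenol-red free, 10% FBS) exposed to compounds in qHTS concentration series for 72 h at 37 degrees C. Viability read by CellTiter-Glo luminescence; concentration-effect curves fitted after normalization and correction.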
HT1080 IDH1KD tx: qHTS for induction of synthetic lethality in tumor cells producing 2HG: qHTS for the HT-1080-IDH1KD cell line. HT-1080 IDH1 knockdown viability, ATP luminescence, 48 h. Potency, µM (highest dose often 46.1 µM), for the others: top-dose activity, negative = toxicity, most hits filed as cytotoxic. hit rate 2% among 360,000;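 note: potency is the fitted concentration of half-maximal effect; 0% = DMSO wells and -100% = cell-free medium wells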
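Knockdown cells (IDH1KD HT-1080) received compounds 2 h after plating at 750 cells/well and were kept 48 h at 37 °C in 5% FBS RPMI. A CellTiter-Glo luminescence read gave % activity for curve fitting.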
ATXN2 expr inh: Primary qHTS for Inhibitors of ATXN expression; HEK-293 ATXN2-luciferase reporter, luminescence, 24 h; Potency, µM (series often up to 57 µM), without a hit: top-dose activity change, negative = inhibition, actives largely listed as inhibitors; hit rate 0.72% among 360,000; AID 1745845, 2022; note: potency is the fitted concentration of half-maximal effect; % is set by controls: 0 for no effect and ±100 for the full control effect; nearly all actives have a fitted effect of over 55% in size
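ATXN2-luciferase reporter cells (luciferase flanked by upstream and downstream ATXN2 gene portions) were treated 24 h at 37 °C with compounds at up to 57 uM. SteadyGlo luminescence gave expression; GF-AFC fluorescence gave viability.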
IL-1B inflam inh: qHTS for Inhibitors of Inflammasome Signaling: IL-1-beta AlphaLISA Primary Screen. hit rate 4.7% among 360,000. THP-1 LPS/ATP IL-1B secretion, AlphaLISA, 16 h; stronger effect = lower value. activity change, % at 57.5 µM; in the data active = activity change below about -50%; inconclusive = mostly about -30% to -49%; note: % is set by controls: 0 for no effect and ±100 for the full control effect
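THP-1 cells pretreated 1 hr with compounds (up to 57.5 uM final), then stimulated with LPS (250 ng/mL final) plus ATP (1.25 mM final); secreted IL-1B measured by AlphaLISA after 16 hr, decreased signal indicating inhibition.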
SW480 rerep: A quantitative high throughput screen for small molecules that induce DNA re-replication in SW480 colon adenocarcinoma cells. SW480 DNA re-replication, Hoechst DNA content imaging, 48 h. Potency, µM (top dose mostly 46.1 µM), for the others: at the highest dose re-replication activation, actives largely listed as activators. hit rate 1.8% among 340,000. AID 624297, 2012; note: potency is the fitted concentration of half-maximal effect; % of control where 0% means no effect; nearly all actives have a fitted effect of over 55% in size
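Image-based read-out: total Hoechst fluorescence of nuclei (405 nm excitation, 500-530 nm emission), with hits raising the fraction of high-intensity nuclei. SW480 colon cells incubated 48 hr with compounds at 37 C.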
HT1080-NT tox: qHTS for induction of synthetic lethality in tumor cells producing 2HG: qHTS for the HT-1080-NT fibrosarcoma cell line | HT-1080-NT fibrosarcoma viability, CellTiter-Glo ATP luminescence, 48 h | Potency, µM (titrated, usually from 46.1 µM), without a hit: top-dose activity, negative = less viability, hits mostly cytotoxic | hit rate 1.6% among 360,000 | AID 686970, 2013;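 note: NT is the 2HG producing partner of a matched IDH1 knockdown line; potency is the fitted concentration of half-maximal effect; 0% = DMSO-treated cells and -100% = media-only wells without cells; nearly all actives have a fitted effect of over 55% in size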
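Toxicity toward the 2HG-producing NT line was scored as %Activity, normalised to DMSO and no-cell wells, from CellTiter-Glo luminescence after 48 hours' treatment.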
Numbers without * were called inactive; i = inactive; ? = inconclusive; . = not tested or not shown; [ ] = dose if it differs, or a comment. Unless noted, calls come from the whole dose curve; as a rule, active = well fitted curve in the direction sought with a large enough effect; inconclusive = small, poorly fitted or top-dose-only effect, or another doubt; inactive = no such curve, though single readings can be large; an effect the other way counts as inactive or inconclusive.

Results follow in this order: ATXN viability, MCF10A rereplic, KB-3-1 cytotox, KB-V1 cytotox, HT1080 IDH1KD tx, ATXN2 expr inh, IL-1B inflam inh, SW480 rerep, HT1080-NT tox
[1] N#Cc1ccc(NC(=O)CCc2nc3ccccc3s2)cc1
    i, -5%, 10%, 5%, -1%, 4%, -2, -1%, 1%
[2] O=C1C=C(c2ccc3c(c2)oc2ccccc23)C[C@@H](c2ccc(Cl)cc2)C1
    i, -3%, 0%, 0%, 19%, 11%, 34, -10%, 12%
[3] Cc1ccccc1Oc1ccccc1N
    i, -12%, 5%, -11%, 8%, 8%, 7, 2%, -1%
[4] CC(C)NC(=O)NS(=O)(=O)c1cnccc1N1CCCCC1
    ?, 0%, -4%, 0%, -7%[9.24 µM], -10%, 0, 0%, 8%
[5] CCN=C(Nc1cccc(F)c1)SC1CC(=O)N(c2ccc(OC)cc2)C1=O (stereo unspecified)
    ?, -6%, 1%, 5%, -14%, -11%, -17, 0%, 5%
[6] c1ccc(CCc2cn(C[C@H]3CC[C@@H]([C@@H]4CC[C@H](Cn5cc(CCc6ccccc6)nn5)O4)O3)nn2)cc1
    ?, 19%, -12%, 0%, 2%, ?, -4, -6%, 2%
[7] Cc1ccc(-n2nnnc2SCC(=O)Nc2cccc(NC(=O)c3ccco3)c2)cc1C
    i, -2%, -8%, ?, -26%, -4%, 146, 0%[9.22 µM], -15%
[8] O=C1[C@@H]2CSCN2C(=O)CN1Cc1cccc(C(F)(F)F)c1
    ?, -4%, -2%, 4%, 15%, -14%, 14, 4%, 7%
[9] CC1CCN(CCNC(=O)C2CCCN(S(=O)(=O)c3cccc4nsnc34)C2)CC1 (stereo unspecified)
    i, 2%, 15%, -9%, -3%, 1%, 3, 10%, 5%
[10] Cc1cccc(OC(=O)c2cccnc2)c1
    ?, ?, ?, 0%, 19%, -13%, 8, 0%, 4%
[11] O=C(CCNS(=O)(=O)c1ccc(Br)cc1)NCc1cccs1
    i, -9%, 1%, -2%, -1%, ., -1, 2%, -3%
[12] Cc1ccccc1N1CCN(C2CCCN(C(=O)c3cc(C(C)C)[nH]n3)C2)CC1 (stereo unspecified)
    i, 0%, ?, 2%, -7%, -17%, -18, -4%, 1%
[13] Cc1c(N2C(=O)CSC23C(=O)Nc2ccccc23)c(=O)n(-c2ccccc2)n1C (stereo unspecified)
    ?, 1%, -2%, 1%, 2%[9.24 µM], 1%, 16, -1%, 0%
[14] c1ccc(Sc2ncnc3ccccc23)cc1
    i, ?, 2%, 4%, ?, 27%, ., -2%, -26%
[15] CS(=O)(=O)c1ccc(Cl)c(NC(=O)COC(=O)CCCN2C(=O)c3cccc4cccc(c34)C2=O)c1
    i, -7%, -2%, -16%, 9%, -18%, 6, -7%, 5%
[16] COC(=O)C1CCCCN1C(=O)c1ccc2oc(C(C)C)nc2c1 (stereo unspecified)
    i, 4%, -16%, ?, -3%, 25%, 2, 4%, -7%
[17] Cc1c(C)c2ccc(OS(C)(=O)=O)cc2oc1=O
    i, 1%, 0%, -23%, 25%, 42%[activator], -1, -1%, 1%
[18] CN1CCN(C(=O)c2ccc(N(Cc3ccc(Cl)cc3)S(C)(=O)=O)cc2)CC1
    i, 5.8µM*, 6%, -3%, 0%[9.24 µM], 2%, 13, ?, -21%
[19] CC1(c2ccc(Cl)cc2Cl)NC(=O)N(CC(=O)Nc2ccc3[nH]c(=O)[nH]c3c2)C1=O (stereo unspecified)
    i, -1%, 7%, -9%, -1%, 6%, -12, -7%, 2%
[20] CC1Cc2ccccc2N1C(=O)c1ccc2c(c1)OCO2 (stereo unspecified)
    i, -1%, 0%, ?, -7%, 16%, -64*, 0%, -14%
[21] Cc1[nH]c(=O)[nH]c(=O)c1S(=O)(=O)NCCOC12CC3CC(CC(C3)C1)C2
    i, 2%, 2%, 0%, 10%, 7%, 38, -11%, 1%
[22] NC(=O)CSc1nnc(NC(=O)c2ccc(Br)o2)s1
    i, 2%, 1%, ?, 5%, ., -1, 1%, 8%
[23] O=C(Nc1ccc(F)c(F)c1)c1oc2ccccc2c1NC(=O)C1CCCO1 (stereo unspecified)
    i, -1%, -14%, -30%, -5%, 12%, 27, 1%, -23%
[24] CN(C)CCCNc1oc(-c2ccc(Cl)cc2)nc1C#N
    i, 13%, ?, -12%, ?, -5%, 15, -3%, ?
[25] O=S1(=O)C=CC(Sc2nc3ccccc3[nH]2)C1 (stereo unspecified)
    i, 2%, 1%, 14%, 12%, 13%, 50, -4%, 6%
[26] CCn1c(/C=C/c2ccccc2F)nc2ccccc2c1=O
    i, 17%, ?, ?, -18%, -6%, -14, -5%, -14%
[27] Cc1cnn(-c2ccc3nnc(-c4ccc(Br)cc4)n3n2)c1
    i, -4%, 2%, 14%, 15%, -8%, 0, -6%, 9%
[28] O=C(CN1C(=O)C2(SCC(=O)N2c2cccc(Cl)c2)c2ccccc21)NC1CCCCC1 (stereo unspecified)
    i, ., ?, -21%, ., -6%, ., ., .
[29] Cc1ccc(C(=O)Nc2ccncc2)cc1[N+](=O)[O-]
    i, -24%, -23%, 9%, -2%, -8%, -55*, -71%[inhibitor], -5%
[30] C[C@@H]1CN([C@H](C)CO)C(=O)CCCn2nncc2CO[C@@H]1CN(C)S(=O)(=O)c1cccc(C#N)c1
    i, ., 11%, -22%, -7%, 4%, 4, ., 16%

Some of these compounds in order of count of non-hydrogen atoms, low to high:
Results follow in this order: ATXN viability, MCF10A rereplic, KB-3-1 cytotox, KB-V1 cytotox, HT1080 IDH1KD tx, ATXN2 expr inh, IL-1B inflam inh, SW480 rerep, HT1080-NT tox
[29] Cc1ccc(C(=O)Nc2ccncc2)cc1[N+](=O)[O-]
    i, -24%, -23%, 9%, -2%, -8%, -55*, -71%[inhibitor], -5%
[20] CC1Cc2ccccc2N1C(=O)c1ccc2c(c1)OCO2 (stereo unspecified)
    i, -1%, 0%, ?, -7%, 16%, -64*, 0%, -14%
[16] COC(=O)C1CCCCN1C(=O)c1ccc2oc(C(C)C)nc2c1 (stereo unspecified)
    i, 4%, -16%, ?, -3%, 25%, 2, 4%, -7%

(list continues)
Results follow in this order: ATXN viability, MCF10A rereplic, KB-3-1 cytotox, KB-V1 cytotox, HT1080 IDH1KD tx, ATXN2 expr inh, IL-1B inflam inh, SW480 rerep, HT1080-NT tox
[31] CCC(=O)c1ccc(OCCn2cnc3ccccc32)cc1
    i, -4%, -23%, 21µM*, -5%, 4%, -1, -2%, -8%
[32] COc1ccc(CCNC(=O)C(=O)NCc2ccc(C)cc2)cc1OC
    i, 2%, 0%, 21µM*, -3%, -3%, 11, -2%, 14%
[33] Cc1ccc(NC(=O)[C@@H]2CCC(=O)N2C2OC(=O)c3ccccc32)cc1Cl (stereo partly specified)
    i, -3%, 0%, -2%, 9%, 1%, -24, 18%, 5%
[34] COc1ccc(CNc2nc(NCc3ccc(OC)cc3)n(C(=O)c3ccncc3)n2)cc1
    i, 6%, -1%, -20%, 2%, ., -4, -3%, -4%
[35] NC(=O)c1nsc(C(=O)N(Cc2ccco2)C(C(=O)NCc2ccc(F)cc2)c2ccc(O)cc2)c1N (stereo unspecified)
    i, 13%, -1%, 1%, 1%, -18%, ?, -2%, -15%
[36] CC1CCN(C2CCN(C(=O)c3ccccc3F)CC2)CC1
    i, ?, 8%, 0%, 10%, -2%, -4, -32%[inhibitor], -2%
[37] CCOc1ccccc1NC(=O)CN1C(=O)COc2ccc(C)cc21
    i, ?, -16%, ?, -16%, -16%, -7, ?, -3%
[38] COC(=O)CCNc1n[nH]c(=O)[nH]c1=O
    i, 4%, -5%, 0%, 11%, -3%, -8, 17%, 1%
[39] CCCCN(CC)Cc1ccc(CNC(=O)Nc2ccc(OCC)cc2)o1
    i, ?, -4%, 13%, -10%, -5%, -7, -1%, 6%
[40] Cc1cc(F)c(F)c(C(=O)N2CCN(C)CC2)c1Cl
    i, -2%, 7%, 0%, 0%, 0%, 5, -8%, 1%
[41] Cc1ccc(N2CC(C(=O)Nc3cc(C)on3)CC2=O)cc1 (stereo unspecified)
    i, -4%, 5%, 10%, 0%, -8%, 0, -3%, -1%
[42] COC(=O)C1C2CC(=O)C(C2)C1C(=O)OC (stereo unspecified)
    i, 0%, ?, -5%, 20%, 5%, 7, -2%, 8%
[43] Cc1cc(C)nc(NC(=NCCc2c[nH]c3ccccc23)NC(=O)C(C)(C)C)n1
    i, 14%, ?, ?, 15%, 0%, -1, ?, 8%
[44] COc1ccc(C2C=C(C34CC5CC(CC(C5)C3)C4)NC(=S)N2)cc1 (stereo unspecified)
    i, -1%, 13%, 0%, -3%, -15%, 36, -6%, -9%
[45] O=C(O)CCC(=O)Nc1ccc(NC(=O)c2ccc(Cl)cc2Cl)c(Cl)c1
    i, 0%, 1%, 2%, 2%, 18%, -9, 0%, 13%
[46] CC1CC(=O)Nc2ccccc2N1C(=O)CN1C(=O)C(=O)N(C)C1=O (stereo unspecified)
    i, 6%, 6%, 20%, 22%, 1%, 10, -2%, 30%
[47] COC(=O)c1cn(NC(=O)CCC2CCCC2)c(=O)c2ccccc12
    i, -1%, 1%, -11%, 10%, -8%, 3, -6%, 1%
[48] Cc1ccc(C)n1CCN1CCN(CC(=O)Nc2ccc(S(N)(=O)=O)cc2)CC1
    i, 8%, 18%, 0%, 6%, 6%, 5, -3%[9.22 µM], 3%
[49] COc1ccc(-c2noc(C3CCCN(C(=O)c4ccccc4OC)C3)n2)cc1 (stereo unspecified)
    ?, 0%, ?, -26%, -9%, ?, -25, -8%, -5%
[50] COC(=O)CCC(=O)c1oc2ccc(OC)cc2c1N
    i, 10%, 0%, 0%, 19%, 37%[activator], -7, 2%, ?

Screening data as filed in PubChem.
